# From PubChem
# EPAC2 ag – EPAC2 (human) agonism. Q8WZA2. Potency, µM (titrated, usually from 154 µM), without a hit: at the highest dose activation, actives largely listed as activators. AID 720711. EPAC2 activation, biochemical qHTS; response scale: 100% = 6.5 mM cAMP response. 0.079% of 360,000 active; further: nearly all actives have a fitted effect of over 50% in size
#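 Fluorescence exchange assay: 100 nM EPAC2 with 250 nM RAP1B-BODIPY-GDP and 50 uM GDP; compounds tested as a concentration-titration series (qHTS). Loss of Rap1-bound BODIPY-GDP fluorescence read at 480/540 nm; data normalized to 6.5 mM cAMP.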
# EPAC1 antag – antagonists of human EPAC1; O95398; EPAC1 GEF assay, Rap1b-BODIPY-GDP exchange fluorescence; Potency, µM (series often up to 115 µM), inactives show top-dose activity change, negative = inhibition, hits mostly inhibitors; 0.14% of 360,000 active; AID 720709;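 further: plate controls were vehicle for no effect and positive control for full effect; nearly all actives have a fitted effect of over 50% in size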
# FUS suppressor – suppressors of FUS proteinopathy in yeast; AID 1347120; 0.24% of 390,000 active; Potency, µM (top dose mostly 76.6 µM), for the others: top-dose growth rescue (activation), usual class: activators; S. cerevisiae FUS-expressing, growth rescue, OD600, 24 h;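 further: plate controls were DMSO vehicle for no effect and reference control for full effect; nearly all actives have a fitted effect of over 55% in size; some results filed as inactive show a strong effect at the top dose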
#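 Cultures pregrown in 2.5% raffinose medium are shifted to minimal medium containing 2% galactose to express toxic FUS. Compounds are tested at several concentrations. After 24hr at 30C, growth is quantified at 600 nm absorbance.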
# EPAC1 agonist – activates human EPAC1 exchange factor. O95398. EPAC1 agonist qHTS, biochemical assay; response scale: 100% = response to 6.5 mM cAMP. Potency, µM (highest dose often 154 µM), inactives show at the top dose activation, actives largely listed as activators. 0.073% of 360,000 active. AID 720707; further: nearly all actives have a fitted effect of over 60% in size
#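 Nucleotide exchange assay: 100 nM EPAC1 with 250 nM Rap1B loaded with BODIPY-GDP and 50 uM GDP, room temperature. Fluorescence (480/540 nm) read every 5 min for 30 min; signal change normalized to 6.5 mM cAMP as full agonist.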
# PTHR1 agonist – PTHR1 (human) receptor agonism; Potency, µM (highest dose often 115 µM), for the others: at the highest dose activation, actives largely listed as activators; AID 743266; HEK293 GP2 PTHR1 cells, GloSensor cAMP luminescence, 1 h; Q03431; 0.075% of 410,000 active; further: nearly all actives have a fitted effect of over 55% in size; some results filed as inactive show a strong effect at the top dose; inactives centre near -15; many of its hits are not listed in these tables
# Target sequence (Q03431 whole entry, looked up): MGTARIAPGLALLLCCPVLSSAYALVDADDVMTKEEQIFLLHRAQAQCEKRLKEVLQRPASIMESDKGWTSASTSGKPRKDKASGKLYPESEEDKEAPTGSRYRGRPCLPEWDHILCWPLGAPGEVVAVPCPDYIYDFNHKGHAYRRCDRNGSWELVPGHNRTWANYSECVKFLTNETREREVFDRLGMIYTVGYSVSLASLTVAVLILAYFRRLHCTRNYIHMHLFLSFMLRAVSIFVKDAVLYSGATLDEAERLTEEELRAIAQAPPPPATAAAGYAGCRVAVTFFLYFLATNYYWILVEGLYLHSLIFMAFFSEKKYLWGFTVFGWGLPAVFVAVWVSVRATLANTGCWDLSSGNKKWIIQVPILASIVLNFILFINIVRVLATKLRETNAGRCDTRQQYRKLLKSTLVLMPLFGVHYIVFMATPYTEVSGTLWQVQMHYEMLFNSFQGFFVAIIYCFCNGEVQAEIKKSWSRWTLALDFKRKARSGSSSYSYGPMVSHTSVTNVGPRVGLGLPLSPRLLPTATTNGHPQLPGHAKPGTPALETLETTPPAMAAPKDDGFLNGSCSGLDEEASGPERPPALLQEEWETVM
#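 HEK-293-derived GP2 cells expressing PTHR1 and a GloSensor cAMP reporter, 3,000/well, plated overnight, given luciferin plus IBMX (each 0.5 mM as added) for 1 h at 37 °C, then compound for 1 h at 37 °C. Luminescence was read after 15 min at room temperature.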
# aSyn yeast inh – rescues yeast growth from alpha-synuclein toxicity. Yeast expressing alpha-synuclein, growth rescue, BacTiter-Glo, 24 h. Potency, µM (series often up to 46.1 µM), for inactives: at the top dose growth rescue (activation), actives largely listed as activators. 0.14% of 370,000 active. AID 652106; further: % of control where 0% means no effect; nearly all actives have a fitted effect of over 65% in size
#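 Rescue of yeast growth: cells expressing toxic alpha-synuclein, induced in galactose at OD600 0.02, incubated with compound 24 h at 30 C. ATP luminescence quantified growth; inhibitors of toxicity appear as activators.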
# EPAC2 antag – blocks human EPAC2 exchange factor; EPAC2 GEF exchange of Rap1B-BODIPY-GDP, fluorescence; AID 720708; Q8WZA2; 0.18% of 360,000 active; Potency, µM (titrated, usually from 114 µM), inactives show top-dose activity, negative = inhibition, actives largely listed as inhibitors; further: on the % scale 0 is the no-effect control and ±100 the full control effect; nearly all actives have a fitted effect of over 45% in size; many of its hits are not listed in these tables
# TDP43 rescue – rescues yeast growth from TDP-43 toxicity; TDP-43 expressing yeast growth rescue, BacTiter-Glo, 24 h; Potency, µM (series often up to 46.1 µM), for the others: top-dose growth rescue (activation), actives largely listed as activators; 1.8% of 410,000 active; AID 652104; further: % of control where 0% means no effect; nearly all actives have a fitted effect of over 50% in size
#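 Readout is BacTiter-Glo luminescence of cell growth, so inhibitors register as activators. TDP-43-expressing yeast at OD600=0.02 in galactose medium, after raffinose pregrowth to mid-log, were incubated with compound for 24 hr at 30 deg C.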
# * = called active by the depositor; i = inactive; ? = inconclusive; · = not tested or not shown; & = joins results of further samples; [ ] = remark or other dose. The call rests on the fitted dose curve; in most records, active means well fitted curve in the direction sought with a large enough effect; inconclusive means small, poorly fitted or top-dose-only effect, or another doubt; inactive means no such curve, though single readings can be large; an effect the other way counts as inactive or inconclusive. Potency means the concentration at half of the fitted maximal effect. Some of the compounds tested, so the mix of outcomes need not match the whole.
no.	SMILES	EPAC2 ag	EPAC1 antag	FUS suppressor	EPAC1 agonist	PTHR1 agonist	aSyn yeast inh	EPAC2 antag	TDP43 rescue
1	CCOc1ccc(C(=O)C2CCN(CC(=O)Nc3ccccc3N3CCOCC3)CC2)cc1	28%	-12%	22%	24%	i	8%	-21%	-11%
2	COCc1nnc(NC(=O)c2cc(C(=O)OC)cc([N+](=O)[O-])c2)s1	-7%	10%	-19%	-7%	i	3%	9%	20%
3	Cc1cc(C)nc(NS(=O)(=O)c2ccc(NC(=S)NC(=O)CC(C)C)cc2)n1	3%	-7%	19%	3%	i	-2%	5%	3%
4	CCc1cc2c(-c3ccccc3)cc(=O)oc2cc1OC(C)C(=O)O (configuration not stated)	-5%	11%	24%	7%	i	2%	-18%	-4%
5	O=C(c1cc2ccccc2o1)N(Cc1nnc(-c2ccccc2Cl)o1)C1CC1	5%	-30%	29%	-29%	-6%	15%	-9%	?
6	Cc1ccc(CCN2C(Nc3ccccc3)=NC[C@@H]2C)cc1	2%	-1%	-7%	0%	-24%	3%	-1%	3%
7	COc1cc(NC(=O)CN2CCN(S(=O)(=O)c3ccc(C(C)C)cc3)CC2)cc(OC)c1	-10%	2%	26%	14%	i	3%	-11%	3%
8	O=C(O)CCC(=O)N1CC=C(c2ccccc2)CC1	15%	4%	-16%	2%	i	-1%	3%	-17%
9	O=C(CSc1ccsc1[N+](=O)[O-])NCc1ccco1	6%	-13%	-9%	-11%	-8%	-5%	4%	2%
10	CCOC(=O)N1CCC(NC(=S)Nc2ccc3nc(N4CCN(C)CC4)cc(C)c3c2)CC1	8%	-7%	12%	1%	i	0%	4%	4%
11	COCCCN1CCc2[nH]c(=S)[nH]c(=O)c2C1	-7%	-1%	·	0%	-14%	?	24%	-15%
12	CCOC(=O)N1CCC(N(CCN(C)C)C(=S)Nc2ccc(Oc3ccccc3)cc2)CC1	10%	-9%	24%	0%	-6%	20µM*	-10%	20%
13	Cc1ccc(CN2C(=O)CSCC2(C)C(=O)NC(C)C)cc1 (configuration not stated)	3%	-4%	1%	15%	-13%	16%	?	24%
14	COCC(C)NC(=O)c1cc(-c2ccc(OC)c(OC)c2)on1 (configuration not stated)	11%	-2%	-17%	1%	-8%	5%	-4%	12%
15	CC(=O)N1CCc2c(sc(NC(=O)CCS(=O)(=O)c3ccccc3)c2C#N)C1	9%	-13%	5%	25%	i	2%	2%	-4%
16	CCOC(=O)N1CCN(Cc2nc(-c3ccccc3)no2)CC1	-6%	-8%	0%	5%	-11%[57.5 µM]	0%	-1%	1%
17	COc1ccc(OCCNc2c([N+](=O)[O-])c(=O)oc3ccccc23)cc1	-1%	7%	-18%	-12%	-38%[inhibitor]	-2%	8%	9%
18	O=C(CNC(=O)c1ccccc1Br)NCCSc1ccc(Br)cc1	9%	-9%	6%	8%	-24%	7%	-4%	?
19	COc1cc(/C=C2\SC(=O)N(CC(=O)Nc3ccccc3F)C2=O)cc(Cl)c1O	-4%	-10%	11%	17%	-18%	4%	2%	·
20	Cc1nn(C)cc1N1C(=O)c2cccc3c(N)ccc(c23)C1=O	?	182%[activator]	2%	89µM*	i	0%	329%[activator]	9%
21	Cc1nn(CC(=O)N2CCN(c3ccccn3)CC2)c(=O)c2cc3sccc3n12	4%	-28%	-21%	5%	-9%	-7%	-4%	10%
22	Cc1cccc(Cl)c1OCCCCn1ccnc1	-2%	-12%	?	0%	7%[57.5 µM]	-5%	-9%	-18%
23	O=C(c1c(F)cccc1Cl)N(Cc1ccco1)C1CCS(=O)(=O)C1 (configuration not stated)	-7%	-1%	5%	0%	i	1%	-13%	13%
24	CCNC(=O)COc1ccc2ccccc2c1	9%	-25%	22%	1%	-7%	-2%	-3%	13%
25	CC(CNC(=O)CN1C(=O)C(=O)N(C2CCCC2)C1=O)c1ccccc1 (configuration not stated)	9%	-5%	-6%	2%	29%	-2%	8%	-12%
26	O=c1[nH]c(C2CCCN(S(=O)(=O)c3ccccc3)C2)nc2c1nnn2Cc1ccc(OC(F)(F)F)cc1 (configuration not stated)	-20%	-13%	33%&2%	4%	0%&-23%	-5%	-10%	11%&-4%
27	CCNC(=O)CSc1nc(-c2ccccc2)cs1	1%	-10%	-10%	1%	i	-8%	9%	4%
28	CCOC(=O)Cc1csc(NC(=O)CN2CCN(CC)CC2)n1	4%	3%	17%	1%	?	-1%	4%	-15%
29	COc1cc(OC)c(OC)cc1/C=N/N(C)c1ccccc1	29%	-21%	23%	18%	-7%[57.5 µM]	-5%	-6%	15%
30	CCN1CCN(C(=O)/C(=C/c2ccco2)NC(=O)c2ccccc2)CC1	4%	10%	10%	3%	i	0%	2%	2%

# Part of the list above, with one line to a screen.
(20) Cc1nn(C)cc1N1C(=O)c2cccc3c(N)ccc(c23)C1=O
(18) O=C(CNC(=O)c1ccccc1Br)NCCSc1ccc(Br)cc1

entry no. | 20 | 18
EPAC2 ag | ? | 9%
EPAC1 antag | 182%[activator] | -9%
FUS suppressor | 2% | 6%
EPAC1 agonist | 89µM* | 8%
PTHR1 agonist | i | -24%
aSyn yeast inh | 0% | 7%
EPAC2 antag | 329%[activator] | -4%
TDP43 rescue | 9% | ?

# Limited to EPAC2 ag, FUS suppressor and EPAC1 antag (3 entries from above):
entry | smiles | EPAC2 ag | FUS suppressor | EPAC1 antag
6 | Cc1ccc(CCN2C(Nc3ccccc3)=NC[C@@H]2C)cc1 | 2% | -7% | -1%
2 | COCc1nnc(NC(=O)c2cc(C(=O)OC)cc([N+](=O)[O-])c2)s1 | -7% | -19% | 10%
21 | Cc1nn(CC(=O)N2CCN(c3ccccn3)CC2)c(=O)c2cc3sccc3n12 | 4% | -21% | -28%

# Going on with the list:
no.	SMILES	EPAC2 ag	EPAC1 antag	FUS suppressor	EPAC1 agonist	PTHR1 agonist	aSyn yeast inh	EPAC2 antag	TDP43 rescue
31	CCCOc1ccc(C(=O)NCCc2ccccc2)cc1	-2%	0%	-5%	-3%	-44%[inhibitor]	0%	1%	-8%[0.397 µM]
32	CC(=O)Nc1ccc(S(=O)(=O)NCCc2ccc(S(N)(=O)=O)cc2)cc1	7%	4%	17%	8%	?	-4%	-8%	11%
33	c1ccc(COc2ccccc2CNC2CCCC2)cc1	-14%	-3%	11%	13%	-14%	-1%	2%	7%
34	Cc1cc(C)nc(N/N=C/c2ccc3c(c2)OCCO3)n1	14%	-5%	4%	0%	i	-6%	0%	-12%
35	CC(C)(CNC(=O)c1cccc(S(=O)(=O)Nc2ccc(SC(F)F)cc2)c1)N1CCOCC1	-3%	4%	10%	5%	-71%[inhibitor]	2%	-7%	11%
36	CN(C)c1ccc(NC(=S)N2CCN(c3ncc(C(F)(F)F)cc3Cl)CC2)cc1	-5%	-5%	-1%	-2%	i	-7%	-3%	?
37	O=[N+]([O-])c1ccc(CNc2ccc(F)cc2)s1	2%	-17%	15%	0%	-4%	3%	-4%	13µM*
38	CCN(CC)C(=O)C1CC(=O)OC1(C)C (configuration not stated)	6%	5%	13%	5%	i	-8%	-1%	-18%
39	CC(C)c1cc(C(=O)OCC(=O)NC2CC2)c(O)c(C(C)C)c1	-2%	2%	?	-1%	-14%	-1%	5%	?
40	COc1ccc(Cn2nnnc2CN2CCOCC2)cc1	6%	15%	-13%	9%	20%[57.5 µM]	-1%	-1%	-10%
41	CCOC(=O)N1CCC(N2Cc3cccc(C(=O)NCc4ccc(C)cc4)c3C2=O)CC1	10%	-11%	-8%	-1%	-75%[inhibitor]	-2%	-23%	14%
42	Cc1ccc2nsnc2c1N	-16%	16%	-7%	-4%	i	-1%	-1%	14%
43	CCCOc1ccc(S(=O)(=O)NNC(=O)c2cc3ccccc3o2)cc1	5%	-4%	-16%	2%	i	1%	-22%	5%
44	COc1ccc(S(=O)(=O)N2CCC(O)(c3ccc4c(c3)OCO4)CC2)cc1	-9%	11%	6%	-1%	-8%[57.5 µM]	-2%	6%	-11%
45	CCOC(=O)C1(Cc2ccccc2)CCN(Cc2csc(C(C)=O)c2)CC1	6%	-4%	9%	2%	-26%	1%	1%	-8%
46	COC(=O)Cn1ncc(N2CC(C)OC(C)C2)c(Cl)c1=O (configuration not stated)	8%	3%	-24%	4%	i	-7%	5%	17%
47	COc1ccc(CNC(=O)c2noc3c2CCCCC3)cc1	8%	4%	21%	0%	-13%	3%	-3%	7%
48	Cn1c(-c2ccc3c(c2)OCO3)cnc1NC(=O)CCC(=O)NCCc1ccccc1	-1%	-12%	-18%	0%	i	-1%	1%	18%
49	CN(C)CCCNC(=O)c1ccc(=O)[nH]n1	23%	-7%	-36%	14%	-1%	-2%	0%	0%
50	COc1cc(NC(=O)c2noc(C)c2[N+](=O)[O-])c(OC)cc1Cl	-2%	-1%	-27%	-9%	i	-6%	2%	21%
51	O=C(CN(Cc1ccccc1)S(=O)(=O)c1ccc2c(c1)OCCO2)Nc1ccc2c(c1)OCCO2	10%	-1%	37%	12%	?	-12%	-10%	-25%
52	Cc1cc(N2CCOCC2)n2nc(C)c(-c3ccccc3)c2n1	-2%	-16%	-34%	5%	-18%	1%	-4%	10%
53	COc1ccc(NC(=O)c2ccc(=O)[nH]c2)cc1S(=O)(=O)N1CCOCC1	-1%	4%	-1%	7%	i	-1%	-3%	20%
54	O=C1[C@@H](Oc2ccccc2)[C@@H](c2cnc3ccccc3c2)N1c1ccccc1	-10%	-10%	2%	-4%	i	3%	?	?
55	Cn1ncc2c(N)nc(NCCO)nc21	-1%	-19%	-6%	0%	-7%	-6%	7%	8%
56	O=C(CN1CCc2cc3c(cc2C1)OCCCO3)Nc1cccc(Br)c1	11%	?	-3%	-2%	-24%	0%	-6%	2%
57	COc1cc2c(cc1OC)CN(C(C)C(=O)Nc1ccc(NC(C)=O)cc1)CC2 (configuration not stated)	13%	10%	5%	4%	i	5%	-5%	13%
58	COc1cccc(C(=O)OCC(=O)Nc2sc3c(c2C(N)=O)CCC3)c1O	-7%	-29%	17%	-2%	-13%	1%	27%	7%
59	Cc1[nH]c2ccc(F)cc2c1CCN(Cc1cccnc1)C(=S)NC(C)(C)C	-2%	-19%	13%	10%	i	-1%	-6%	-5%
60	CCOc1ccc(CNC(=O)CCn2c(=O)oc3ccccc32)cc1OC	-5%	6%	8%	-6%	i	-16%	3%	0%
61	CC(=O)N1CCC(=NNC(=O)CSc2cc(C)c(Br)cc2C)CC1	-6%	0%	·	-8%	i	0%	11%	0%
62	O=[N+]([O-])c1cccc(-c2nc3ccc([N+](=O)[O-])cc3[nH]2)c1	3%	-28%	0%	3%	-47%[inhibitor]	-4%	-9%	-5%
